# Source: PubChem BioAssay
# ERAP1 HTS inh = human ERAP1 aminopeptidase inhibitors, primary screen, biochemical, single point, plate reader; recombinant ERAP1, Leu-AMC fluorescence, 60 min; inhibition, % at 10.7 µM; Endoplasmic reticulum aminopeptidase 1 (Homo sapiens), Q9NZ08; 340,000 compounds, 0.15% hits;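 active = mean replicate inhibition of at least 30%, or all replicates individually reaching that 30% level; inactive = mean below 30% and not every replicate reaching it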;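 note: 0% = neutral control wells and 100% = L-leucinethiol positive control wells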
# Target sequence (Q9NZ08 whole entry, looked up): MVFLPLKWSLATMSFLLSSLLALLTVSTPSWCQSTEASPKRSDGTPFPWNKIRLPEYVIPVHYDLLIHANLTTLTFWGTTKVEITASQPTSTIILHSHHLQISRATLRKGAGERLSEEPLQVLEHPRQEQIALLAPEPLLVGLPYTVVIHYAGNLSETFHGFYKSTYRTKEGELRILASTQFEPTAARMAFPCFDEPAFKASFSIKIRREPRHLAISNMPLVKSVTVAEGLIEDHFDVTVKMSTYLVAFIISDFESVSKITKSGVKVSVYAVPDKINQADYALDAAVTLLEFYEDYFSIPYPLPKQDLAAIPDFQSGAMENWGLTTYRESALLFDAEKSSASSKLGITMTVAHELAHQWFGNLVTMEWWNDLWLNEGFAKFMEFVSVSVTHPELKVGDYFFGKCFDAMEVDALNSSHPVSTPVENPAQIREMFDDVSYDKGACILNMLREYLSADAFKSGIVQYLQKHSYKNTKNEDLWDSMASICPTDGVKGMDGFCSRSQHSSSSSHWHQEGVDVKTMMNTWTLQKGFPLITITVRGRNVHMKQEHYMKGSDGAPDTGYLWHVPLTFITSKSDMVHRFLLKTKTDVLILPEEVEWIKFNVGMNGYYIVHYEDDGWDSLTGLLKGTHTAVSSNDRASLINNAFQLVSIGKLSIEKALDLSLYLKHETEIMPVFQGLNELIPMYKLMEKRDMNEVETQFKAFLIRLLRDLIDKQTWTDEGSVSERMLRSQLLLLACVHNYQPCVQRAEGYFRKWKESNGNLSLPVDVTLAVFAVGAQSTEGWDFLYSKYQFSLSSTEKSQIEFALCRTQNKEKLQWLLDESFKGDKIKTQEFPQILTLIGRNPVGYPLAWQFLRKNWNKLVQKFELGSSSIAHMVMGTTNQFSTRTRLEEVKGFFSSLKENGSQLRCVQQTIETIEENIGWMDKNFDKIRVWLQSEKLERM
# F508del corr = F508del CFTR correction, initial screen, CFBE line, single point | CFBE cells, YFP halide quenching; stimulated with forskolin plus potentiator P3; % fluorescence drop versus neutral controls | activity (quench increase), % at 7.58 µM | 350,000 compounds, 0.36% hits | AID 720511, 2013;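 active = mean added fluorescence quench of at least 8% versus neutral control, with both replicates also reaching 8%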;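 note: cells transiently co-express mutant CFTR-F508del with the halide-sensitive YFP; corrector assay measuring rescue of mutant channel to the surface after 24 h compound exposure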
# ARNT-TACC3 inh = disruptors of ARNT/TACC3 protein interaction, primary screen, biochemical, AlphaScreen, single concentration; AlphaScreen His-ARNT PAS-B/GST-TACC3 binding, luminescence; TACC3 fragment carries E629A point mutation; inhibition, % at 9.99 µM; 390,000 compounds, 0.66% hits; AID 623870, 2012;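 active = mean inhibition of replicates at least 50% and at least half of replicates each reaching 50%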;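 note: 0% = complete ARNT plus TACC3 wells and 100% = ARNT alone without TACC3; many hits fall short of the cut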
# Xi reactivation = activators of inactive X chromosome reactivation, primary screen, imaging, XiGFP fibroblasts, GFP high-content imaging, set 2; XiGFP mouse fibroblasts, % GFP-positive cells imaging, 3 d; cells co-treated with 5-aza-dC sensitizer; scaled so ellipticine positive control = 100%; 360,000 compounds, 0.055% hits; activation, % at 7.58 µM; AID 743238, 2013;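 active = mean normalized replicate activation at least 10% and every replicate at or above 10%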;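 note: 0% = median of on-plate neutral control wells and 100% = ellipticine 6 µM median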
#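 Material: XiGFP fibroblasts, SV40-immortalized. Buffer or medium: DMEM plus 5-aza-dC sensitizer. Compound: single concentration per compound, delivered by pin transfer. Times: 3 days compound exposure. Controls: ellipticine 6 µM.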
# esBAF inh = Bmi1 luciferase reporter increase in mESCs, primary screen, esBAF inhibitor project, mouse ES cells, Bmi1 luciferase knock-in, single point. 350,000 compounds, 2% hits. 24 h; 100% = twice the neutral-well signal. reporter increase, % at 12.5 µM; in the data active = activation above about 40%;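 note: 0% = median of the plate's neutral control wells and 100% = double that signal; a rise in the Bmi1 reporter signal indicates esBAF inhibition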
# RAD52 inh = RAD52 DNA annealing inhibitors, primary screen, biochemical, FRET, single point, set 2; AID 651710, 2012; recombinant RAD52 DNA annealing, FRET fluorescence; inhibition, % at 18.7 µM; 360,000 compounds, 0.46% hits;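 active = every replicate showing at least 50% inhibition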
# RAD54 inh = inhibitors of human RAD54 branch migration, primary screen, biochemical, fluorescence, single point | RAD54 Holliday junction branch migration, FAM/BHQ fluorescence | inhibition, % at 10.4 µM | 360,000 compounds, 0.14% hits;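 active = mean normalized replicate activity at least 40 and at least half of replicates scoring 40 or more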;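 note: 0% = median of neutral control wells and 100% = median of positive control wells; inhibitors cause a drop in the FAM fluorescence signal; in these data hits start at about 50%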
# INS-1E GSIS act = GLuc luminescence reporter in INS-1E cells, primary screen for activators of glucose-dependent secretion of insulin; INS-1E GLuc reporter insulin secretion, 2-3 h; activation, % at 16.6 µM; 370,000 compounds, 0.61% hits;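 active = lowest replicate activation of at least 40%, so every replicate reaches that level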;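 note: 0% = median of neutral control wells and 100% = median of IBMX positive control wells; some compounds called inactive have numbers as strong as hits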
# * marks the source's active call; other numbers are inactive results; x = no result given; & = joins results of further samples.
SMILES,ERAP1 HTS inh,F508del corr,ARNT-TACC3 inh,Xi reactivation,esBAF inh,RAD52 inh,RAD54 inh,INS-1E GSIS act
N#CCCN(C(=O)Nc1ccc(Cl)c(Cl)c1)C1CCCCC1,-1.4,-1.0,x,0.0,-4.2,-0.9,1.5,-24.5
Cc1ccc(OCCC(=O)N(Cc2ccccc2)c2c(N)n(Cc3ccccc3)c(=O)[nH]c2=O)cc1,-0.4,-1.5,-1.0,-0.1,3.7,-9.9,17.3,-37.8
COc1ccc(NC(=O)C2CCCN(S(C)(=O)=O)C2)cc1 (stereo not given),-2.6,0.6,-6.2,0.0,7.9,-1.1,-11.4,4.4
Cn1cc(S(=O)(=O)N2CCCC2)cc1C(=O)N1CCN(c2ccccc2)CC1,-1.2,1.2,-1.7,0.4,-1.8,-5.0,-3.8,x
C=CCn1c(SCC(=O)N2c3ccccc3Sc3ccccc32)nnc1-c1ccco1,6.9,0.0,-4.6,0.9,7.8,2.1,x,4.0
COc1ccc(/C=N/NC(=O)c2cccc(C(F)(F)F)c2)cc1,6.2,-0.1,-5.8,-0.2,-4.9,2.3,2.5,-17.4
CC=Cc1ccc2n(c1=O)C[C@@H]1[C@@H](CO)[C@H](C(=O)N(C)C)N(C(=O)CC)[C@H]21 (mixture of isomers),0.8,-0.6,x,0.4,x,-2.2,x,4.3
CCCC(=O)Nc1ccc2c(c1)OC[C@H](C)N(Cc1nccs1)C[C@H](C)[C@H](OC)CN(C)C2=O,2.1,-0.8,-5.2,-0.4,4.9,-3.0,0.4,-6.8
CCOC(=O)C1=C(C)NC(=O)NC1C(C)C (stereo not given),4.0,-4.6,-6.1,1.0,6.7,-15.5,5.8,2.5
CCOc1ccc(S(=O)(=O)N2CCOCC2)cc1NC(=O)C1CCC1,-0.7,2.6,x,0.0,5.0,-6.4,11.6,-6.5
Cc1nc(N(C)C)c2sc(=S)n(C)c2n1,0.9,-2.1,x,0.2,-4.2,-5.6,3.6,0.6
Cc1noc(C)c1CSCC(=O)Nc1ccc(S(C)(=O)=O)cc1,-2.1,0.5,26.1,0.1,-0.4,-5.9,4.4,8.1
COc1ccc(-c2csc(C(O)c3ccc(F)cc3)n2)cc1OC (stereo not given),-0.5,-1.0,x,0.0,3.0,-10.5,0.8,x
N#Cc1cccc(CN2C=NS(=O)(=O)c3ccccc32)c1,-9.9,1.4,-13.9,0.0,-5.1,-1.5,3.6,-3.4
COc1cc(CN2CCCC(CO)(Cc3ccccc3C)C2)cc2c1OCO2 (stereo not given),x,-0.6,0.5,0.2,-10.7,-17.0,x,-7.2

# Compound profiles, from the list above. Order of values: ERAP1 HTS inh, F508del corr, ARNT-TACC3 inh, Xi reactivation, esBAF inh, RAD52 inh, RAD54 inh, INS-1E GSIS act
# `COc1cc(CN2CCCC(CO)(Cc3ccccc3C)C2)cc2c1OCO2` (stereo not given) across the screens: x, -0.6, 0.5, 0.2, -10.7, -17.0, x, -7.2
# `N#CCCN(C(=O)Nc1ccc(Cl)c(Cl)c1)C1CCCCC1` across the screens: -1.4, -1.0, x, 0.0, -4.2, -0.9, 1.5, -24.5
# `N#Cc1cccc(CN2C=NS(=O)(=O)c3ccccc32)c1` across the screens: -9.9, 1.4, -13.9, 0.0, -5.1, -1.5, 3.6, -3.4
# `CCOc1ccc(S(=O)(=O)N2CCOCC2)cc1NC(=O)C1CCC1` across the screens: -0.7, 2.6, x, 0.0, 5.0, -6.4, 11.6, -6.5
# `CC=Cc1ccc2n(c1=O)C[C@@H]1[C@@H](CO)[C@H](C(=O)N(C)C)N(C(=O)CC)[C@H]21` (mixture of isomers) across the screens: 0.8, -0.6, x, 0.4, x, -2.2, x, 4.3

# Later entries
SMILES,ERAP1 HTS inh,F508del corr,ARNT-TACC3 inh,Xi reactivation,esBAF inh,RAD52 inh,RAD54 inh,INS-1E GSIS act
CCOC(=O)c1c(C)[nH]c(C)c1C(=O)COC(=O)C1CCCN1S(=O)(=O)c1ccccc1F (stereo not given),-5.1,x,x,x,-3.2,-18.1,-7.6,6.7
COc1ccc(CNc2nc3ccc(C)cc3s2)c(OC)c1OC,-2.2,1.8,-1.5,0.0,16.4,-3.3,-11.8,-16.3
Cc1csc(CN(C)C(=O)CC2C(=O)NCCN2Cc2ccccc2C)n1 (stereo not given),-1.8,-1.1,x,-0.1,x,-25.0,x,-4.0
C#CCNC(=O)C[C@H]1C[C@@]2(C(=O)OC)C(=C[C@H](C3CCCC3)O[C@@H]2C)N(CCCCCCCC)C1=O,0.1,-3.2,x,-0.1,x,-6.5,x,x
COc1ccc2oc(C(=O)NNC(=O)c3ccc(F)cc3)c(C)c2c1,5.6,-0.2,-2.8,0.4,12.9,-10.0,8.6,-7.4
Cc1cc(C)nc(SCCC(=O)Nc2ccccc2)n1,0.0,-5.0,0.0,x,-7.1,-13.2,-5.6,6.5
NNC(=O)c1ccccc1OCc1ccccc1,x,1.1,0.7,0.2,20.4,11.4,5.5,x
COc1ccc2nc(C)cc(NCc3ccc(F)cc3)c2c1,-0.3,1.3,7.3,97.4*,x,-168.8,7.7,0.2
COc1cc(C(=O)NCC(=O)Nc2c(C)cccc2C)ccc1OCC(=O)N1CCOCC1,3.6,0.9,0.8,0.0,5.5,0.0,9.5,13.4
O=C(NCc1cccnc1)C(=O)Nc1ccc2c(c1)OCO2,-3.1,2.0,-8.3,0.0,x,-7.2,x,-6.2
CN1C[C@H]2[C@@H](c3ccccc31)[C@H](CO)N2C(=O)C1CCCC1,-2.3,0.9,-7.1,0.0,4.4,-1.1,-1.0,-2.8
CCCCCCCC(=O)N/N=C/c1ccc(Br)cc1,x,x,1.8,x,-7.0,x,-3.9,-17.8
CC1CN(C(=S)NC(=O)c2ccc(Cl)cc2)CC(C)O1 (stereo not given),0.8,-1.0,-5.1,0.3,-1.9,-0.3,-8.8,-7.6
C[C@@H]1CN([C@H](C)CO)C(=O)Cc2cc(NC(=O)CCC(F)(F)F)ccc2O[C@H]1CN(C)Cc1ccc(Oc2ccccc2)cc1,x,-2.0,-21.0,0.0,9.4,-3.2,-2.8,-20.8
Cc1ccc(C(=O)NNC(=O)c2ccc(NC(=O)C(C)(C)C)cc2)cc1,-1.8,1.3,3.9,0.0,4.9,-3.8,3.1,-8.2
CC(=O)c1cccc(NC(=O)CSc2nc(=O)n(CCN3CCOCC3)c3c2CCCC3)c1,0.6,0.3,5.3,-0.1,-2.9,-11.5,1.9,-0.5
NCCSc1c(-c2ccccc2)[nH]c2ccccc12,6.0,-1.2,-2.0,-0.1,-7.9,-49.2,-1.4,9.2
COCCn1c(SCC(=O)Nc2ccccc2)nc2c(oc3ccccc32)c1=O,-0.3,6.0,x,-0.1,x,-7.5,x,1.8
COc1ccc(N2C[C@H](Cc3ccccc3)[C@@H](CC(=O)Nc3ccccc3)C2=O)cc1,0.7,0.8,x,0.1,2.3,-7.4,-3.3,-17.5
C[C@H]1CCCCO[C@@H](CN(C)CC2CCCCC2)[C@@H](C)CN([C@@H](C)CO)C(=O)c2cc(NS(C)(=O)=O)ccc2O1,2.7,-2.7,12.9,0.1,-5.9,3.6,8.3,-0.6
CCN(CC(=O)Nc1c(F)cccc1F)C(=O)CNC(=O)c1ccco1,-0.6,0.7,-7.9,0.2,-2.9,-5.7,-5.7,9.4
C[C@@H]1CN([C@H](C)CO)C(=O)Cc2cc(NC(=O)CCCCCC(=O)Nc3ccccc3N)ccc2O[C@H]1CN(C)C(=O)NC1CCCCC1,-0.4,-3.6,-3.2,0.1,-0.2,6.4,4.8,-3.9
C[C@@H]1CN([C@@H](C)CO)C(=O)CCCn2cc(nn2)CO[C@H]1CN(C)C(=O)Nc1cccc2ccccc12,3.3&-2.9,0.9&-0.8&3.1,2.6,0.0&0.0,0.9&-1.3,-11.7&-1.0,-7.1,3.2&-2.0
CS(=O)(=O)c1ccc(N)cc1,x,-4.9,-12.8,0.0,-1.3,-13.1,-1.8,19.5
CS(=O)(=O)N(CC(=O)NCC1CCCO1)c1cc(Cl)cc(Cl)c1 (stereo not given),8.0,-0.8,7.4,x,-1.1,-0.8,-6.0,14.9
COc1cccc(NC(=O)NCC2CCN(Cc3ccc(F)cc3)CC2)c1,0.2,2.2,-5.0,0.0,-4.5,-11.1,5.3,3.6
CCN(CC)C(=O)CSc1nnc2sc3ccccc3n12,2.3,-0.8,1.1,x,21.7,-1.9,x,18.9
N#C[C@H]1[C@@H](c2ccc(C3=CCCC3)cc2)[C@@H](CO)N1S(=O)(=O)c1ccccc1,0.1,-2.2,-8.5,0.0,4.6,-13.3,-13.7,6.2
CCOC(=O)c1ccc(NC(=O)N2CCN(Cc3cccc(F)c3)CC2)cc1,-3.7,-0.8,-1.0,x,x,-8.0,x,-10.1
COc1ccc(CCNC(=O)C2CCC(=O)N2CCc2ccccc2)cc1OC (stereo not given),1.2,-0.4,-16.2,0.2,-2.1,-4.6,x,1.4
Cc1cccn2c(=O)c(C(=O)NC3CC(C)CC(C)(C)C3)c(O)nc12 (stereo not given),2.6,3.0,-0.3,0.0,10.5,-10.9,-2.1,-4.2
N#CCCn1cc(/C=N/NC(N)=S)c(-c2ccccc2)n1,0.2,0.9,12.4,0.2,x,-17.5,x,21.1
CCOC(=O)c1ccc(NC(=O)N2CCN(Cc3ccccc3)CC2)cc1,-3.6,3.3,-6.4,0.1,x,-20.3,x,-5.7
CCCn1ncc(CN2CCC(N3CCC(C(=O)N4CCOCC4)CC3)CC2)c1C,-1.6,0.5,x,0.1,-3.4,-328.8,-2.3,-5.1
CCCNC(=O)C(Cc1ccccc1)NC(=O)c1cccc([N+](=O)[O-])c1 (stereo not given),1.1,1.0,3.5,0.1,2.5,-13.4,0.9,-4.9
COc1cc(CC(=O)OCC(=O)N2CC(=O)Nc3ccccc32)cc(OC)c1OC,-0.9,-1.5,4.3,0.3,x,-10.1,x,17.3
C[C@H]1CN([C@@H](C)CO)C(=O)CCCn2cc(nn2)CO[C@@H]1CN(C)C(=O)Nc1ccnc(N2CCOCC2)c1,6.2&1.1,-1.2&0.0,4.9,0.0&-0.7,1.7&3.6,6.4&3.1,-19.3&2.6,-15.2&1.9
O=C(NCc1cccs1)c1cnc2ccccn2c1=O,6.8,-2.2,-15.5,x,x,-14.7,x,7.8
O=C(NNc1nc(-c2ccc(Cl)cc2)cs1)c1ccco1,x,x,0.5,-0.1,x,x,2.7,-2.9
COc1ccc(CCN2C(=O)/C(=C\c3ccco3)SC2=S)cc1OC,2.8,-2.7,3.3,0.0,-1.8,-210.4,-22.3,-6.7
Cc1nonc1CC(=O)NC1CCCc2c1cnn2-c1ccc(F)cc1F (stereo not given),1.2,-0.2,0.0,0.1,3.8,-6.4,15.4,5.0
O=C(COC(=O)c1ccc(F)c(S(=O)(=O)N2CCOCC2)c1)NCc1ccc(F)cc1,0.6,6.9,-2.8,0.0,x,-15.0,x,-13.1
CCOC(=O)C(C(=O)OCC)C(Nc1ccccc1)c1ccccc1 (stereo not given),-1.0,x,3.0,0.3,-7.8,-12.0,-0.4,14.2
